Screening results: PubChem BioAssay, several laboratories
ABCB6 inh MLPCN: ABCB6 transporter inhibitors, primary screen, K562-ABCB6 cells, flow cytometry, MLPCN library. ATP-binding cassette sub-family B member 6 (Homo sapiens), Q9NP58. K562-ABCB6 porphyrin accumulation, 1 h; hits give low values. fluorescence ratio to DMSO, % at 10 µM. 360,000 tested, 0.19% active;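 active = fluorescence ratio to DMSO below 75%, the collection mean minus 3 SD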;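 note: signal is porphyrin accumulated inside mitochondria; 100% equals median channel fluorescence of DMSO control wells; lower ratio means ABCB6 inhibition with less porphyrin fluorescence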
Target sequence (Q9NP58 whole entry, looked up): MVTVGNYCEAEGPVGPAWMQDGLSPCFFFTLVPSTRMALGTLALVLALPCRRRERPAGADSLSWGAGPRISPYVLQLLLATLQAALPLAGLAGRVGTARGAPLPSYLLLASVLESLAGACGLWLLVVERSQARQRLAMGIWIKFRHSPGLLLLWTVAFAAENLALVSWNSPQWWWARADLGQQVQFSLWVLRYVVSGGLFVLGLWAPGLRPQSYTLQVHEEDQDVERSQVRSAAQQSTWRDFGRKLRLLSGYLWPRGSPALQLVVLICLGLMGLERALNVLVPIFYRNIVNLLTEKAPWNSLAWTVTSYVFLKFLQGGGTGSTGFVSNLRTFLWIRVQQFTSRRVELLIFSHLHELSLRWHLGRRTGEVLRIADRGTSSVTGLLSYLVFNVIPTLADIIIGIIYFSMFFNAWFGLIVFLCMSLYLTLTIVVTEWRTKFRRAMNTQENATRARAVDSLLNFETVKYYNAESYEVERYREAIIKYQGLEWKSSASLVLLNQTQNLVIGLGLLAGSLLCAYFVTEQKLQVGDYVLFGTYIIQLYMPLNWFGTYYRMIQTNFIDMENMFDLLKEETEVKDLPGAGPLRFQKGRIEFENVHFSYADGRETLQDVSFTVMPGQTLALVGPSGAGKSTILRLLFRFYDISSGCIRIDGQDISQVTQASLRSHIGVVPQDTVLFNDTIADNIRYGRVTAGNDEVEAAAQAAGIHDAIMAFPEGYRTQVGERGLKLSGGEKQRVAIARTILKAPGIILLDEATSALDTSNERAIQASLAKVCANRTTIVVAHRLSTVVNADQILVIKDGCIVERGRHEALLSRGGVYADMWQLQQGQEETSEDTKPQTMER
iPSC survival up: enhancers of single-cell hiPSC survival, primary screen, ATPlite luminescence. 100% = ROCK inhibitor wells, 0% = DMSO. survival enhancement, % at 20 µM. 360,000 tested, 0.044% active; in the data active = survival enhancement above about 18%;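 note: cells exposed to compounds for 16 hours before the ATP read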
ABHD5-PLIN5 inh: ABHD5-PLIN5 interaction inhibitors, primary screen, cell lysate, split luciferase complementation, luminescence. inhibition, % at 4 µM. 360,000 tested, 0.78% active. AID 602281, 2012. Split G. princeps luciferase complementation, 4 h. Perilipin-5 (Homo sapiens) + 1-acylglycerol-3-phosphate O-acyltransferase ABHD5 (Homo …;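 active = inhibition above the mean inhibition across every tested compound plus 3 SD, cut at about 22% in these data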;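 note: 0% = DMSO only wells and the 100% control is not disclosed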
MC4R ag barr: MC4R agonists recruiting beta-arrestin, primary screen, cell-based, luminescence, agonist arm of biased-ligand search. Melanocortin receptor 4 (Homo sapiens), P32245. U2OS MC4R beta-arrestin complementation; percent of melanotan II response, DMSO zero. activation, % at 8.9 µM. 360,000 tested, 0.98% active;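 active = activation above a per-plate cutoff, the mean activation of sample wells on that plate plus 3 SD, cut at about 8% in these data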
aDG glyco act: activators of alpha-DG glycosylation, primary screen, uHTS, Pro5-aDG cells, AlphaScreen; activation, % at 10 µM; alpha-DG glycosylation AlphaScreen (IIH6); 0% Pro5, 100% B10-LARGE cell signal; 360,000 tested, 0.22% active;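 active = activation of at least 8% versus controls, or a plate z-score of at least 8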;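 note: Pro5 are CHO cells carrying HIG-tagged alpha-DG that lacks glycosylation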
HTR2A ag: mouse Htr2a agonists via beta-arrestin recruitment, primary screen, cell-based, luminescence | 360,000 tested, 0.66% active | AID 624169, 2012 | 5-hydroxytryptamine receptor 2A (Mus musculus), P35363 | activation, % at 7.6 µM | CHO-K1 mHTR2A beta-arrestin complementation; percent of 30 µM serotonin response;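 active = activation above a run cutoff, the mean activation of all tested compounds plus 3 SD, cut at about 14% in these data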;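 note: 0% = plate median of compound wells and 100% = 30 µM serotonin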
Granule exo inh: LAMP-1 surface exposure blockers, TALL-104 cells – cell-based, flow cytometry, MLPCN library, primary screen | inhibition, % at 10 µM | TALL-104 LAMP-1 surface exposure; cells stimulated with thapsigargin and PMA | 360,000 tested, 0.66% active;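 active = inhibition above about 55%, limit read from the data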
MC4R antagonist: MC4R antagonists of cAMP signaling, primary screen, cell-based, TR-FRET, antagonist arm of biased-ligand search; MC4R-expressing cells, MTII-stimulated cAMP, LANCE TR-FRET; inhibition, % at 6.5 µM; 360,000 tested, 0.48% active; Melanocortin receptor 4 (Homo sapiens), P32245;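 active = inhibition above its plate's cutoff, the mean of tested wells on that plate plus 3 SD, cut at about 29% in these data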;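 note: 0% = Melanotan II alone and 100% = Melanotan II plus saturating MCL0020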
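Assay system: U2OS-MC4R stable cell line; Also added: Melanotan II; Technique: Eu-cAMP/anti-cAMP TR-FRET, emission 671 nm; Times: 30-min compound, 1-h challenge, 1-h detection, room temperature.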
Glyco luc inh: increase of ERlucT glycosylation luciferase signal, primary screen, N-linked glycosylation inhibitor project, D54 ERlucT cells, luminescence, set 2; D54 ERlucT glycosylation luciferase reporter, 24 h; percent of 100 nM tunicamycin response; reporter increase, % at 12.5 µM; 360,000 tested, 0.23% active; AID 588692, 2011;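 active = mean luciferase reporter signal, scaled so untreated is 0 and the glycosylation-blocking control 100, at or above a set limit in every replicate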;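 note: luciferase carries N-glycosylation sites so blocking glycosylation raises the light; 0% = median of neutral control wells and 100% = median of 100 nM tunicamycin wells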
H9c2 protect: cardioprotection against H2O2-induced cell death, primary screen, uHTS, H9c2 cells, ATPLite luminescence; AID 588492, 2011; protection from H2O2 cell death, % at 20 µM; 360,000 tested, 0.63% active; H9c2 cardiomyocytes, H2O2 injury protection, 2 h;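 active = compounds giving at least 50% protection of heart cells from peroxide-induced death in the single-dose screen, raw or plate-pattern-corrected value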;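 note: 0% = DMSO wells with peroxide and 100% = DMSO wells without peroxide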
Starred values were filed as active, the others as inactive.

Second line of a record: ABCB6 inh MLPCN, iPSC survival up, ABHD5-PLIN5 inh, MC4R ag barr, aDG glyco act, HTR2A ag, Granule exo inh, MC4R antagonist, Glyco luc inh, H9c2 protect
> CCCn1c(SCC(=O)Nc2nc(-c3ccc(OC)cc3)cs2)nc2c1c(=O)n(C)c(=O)n2C
→ 95, 1.1, 1, -2.2, -0.1, -5, 1, 7, -4, -2
> CC1(C(=O)O)CCN1C(=O)c1cccc(OC(F)(F)F)c1 (stereo not drawn)
→ 98, -1.8, -3, 1.1, 0.0, 0, 2, 5, 1, 8
> Cc1snc(SCC(=O)N/N=C(\N)COc2ccc(F)cc2)c1C#N
→ 102, 8.4, 2, -1.2, -0.1, -1, -4, -3, 0, -2
> COc1ccc(S(=O)(=O)NN(C)c2nc(C(F)(F)F)nc3ccccc23)cc1
→ 97, 1.3, -3, -1.6, 0.0, -5, 3, -8, 6, 6
> COC(=O)Cc1cc(=O)[nH]c(/N=C(\N)Nc2ccccc2)n1
→ 96, -2.0, 6, -0.8, -0.1, -4, -2, 15, 1, 4
> C#CCN(C[C@H]1[C@H](OC(=O)NCc2ccc(OC)c(OC)c2)[C@H](OC(=O)NCc2ccc(OC)c(OC)c2)C[C@@H](C(=O)OC)[C@H]1C(=O)OC)S(=O)(=O)c1ccc(C)cc1
→ 91, -0.4, 11, -0.3, -0.2, 1, -1, 7, -1, 37
> CCOc1ccc2nc(N3CCCC(C(=O)NCCCN4CCOCC4)C3)sc2c1 (stereo not drawn)
→ 100, -1.2, 6, -0.6, -0.1, 5, 2, 0, 1, 4
> CCN(C(=O)CCS(=O)(=O)c1cccc2nsnc12)c1cccc(C)c1
→ 86, 0.4, 7, -0.7, 0.1, 10, 16, 0, 0, 0
> COCCN(CC(=O)NC1CCCCC1)C(=O)c1csnn1
→ 87, -0.1, 8, -2.0, -0.1, 10, -1, 2, -1, -2
> COC(=O)c1cc(C(=O)OC)cc(N2C(=O)CC(NNC(=O)c3ccccc3Br)C2=O)c1 (stereo not drawn)
→ 87, -1.3, 4, 0.4, 0.5, 1, -5, -2, 2, 3
> Cc1ccccc1NC(=O)Cc1nc(COC(=O)c2cc([N+](=O)[O-])ccc2NCCO)cs1
→ 99, -0.2, 6, -4.6, 0.2, 1, 5, 1, -2, 7
> COc1cc(C(=O)NC(c2ccccc2)c2ccccc2)cc(OC)c1C
→ 96, 0.4, -6, 3.2, -0.1, -8, -9, 4, 1, 2
> COc1ccc(-c2cc(=O)c3c(O)c(OC)c(O)cc3o2)cc1
→ 101, 1.0, 4, 1.9, -0.2, -2, -2, -5, -15, -14
> Cc1nc2ccccc2n1C(=O)c1ccc(Cl)cc1[N+](=O)[O-]
→ 105, 1.9, -3, -2.5, -0.3, -3, 6, 7, 3, 8
> O=C1CCC([N+](=O)[O-])C(c2ccc(C(F)(F)F)cc2)N1 (stereo not drawn)
→ 92, -0.7, 9, 1.1, 0.0, 1, -2, -5, 1, 7
> CS(=O)(=O)c1cc(C(=O)O)cc(NCc2ccccc2)c1Oc1ccccc1
→ 96, 0.9, 0, -0.2, 0.1, -1, -4, 14, -1, 6
> COc1ccc(OCc2cc(C(=O)N(C)Cc3nccn3C)no2)c2ccccc12
→ 95, 0.2, 2, 0.2, 0.0, 0, -2, 1, 0, -2
> COCCCN(C(=S)NC(=O)c1ccc(Br)cc1)c1c(N)n(Cc2ccccc2)c(=O)[nH]c1=O
→ 95, 0.6, -1, -1.6, 0.8, 0, 0, 9, 1, 10
> COc1ccc(-c2csc3ncnc(N4CCN(c5cccc(OC)c5)CC4)c23)cc1
→ 92, 0.3, -2, -4.4, 0.0, -1, 11, 12, -8, 16
> CC1(C)C=Cc2cc(-c3coc4cc(O)cc(O)c4c3=O)cc(O)c2O1
→ 98, -0.2, -3, 1.7, -0.2, 4, 22, 5, -2, -2
> CC1(C)Cc2nc(-c3ccccc3)nc(SCC(O)CO)c2CO1 (stereo not drawn)
→ 99, -0.2, -6, -2.2, 0.0, -2, -6, -3, 0, 3
> Cc1ccc(-n2c(-c3nn(C)c(C)c3Cl)n[nH]c2=S)cc1
→ 93, 0.8, -6, -2.3, -0.2, 1, 2, 3, 0, -2
> c1ccc(CNc2nc(NCc3ccccc3)c3sccc3n2)cc1
→ 93, -1.8, -5, -1.5, 3.5, -7, 23, -4, -4, -25
> C(=Nc1ccccc1)c1ccc[nH]1
→ 96, -0.7, 2, -0.3, 0.1, 1, 33, -1, 2, 4
> COc1ccc(S(=O)(=O)N2CCCC2C(=O)Nc2ccc(O)cc2)cc1 (stereo not drawn)
→ 101, -1.3, -1, -0.9, -0.1, 1, 5, 2, 3, -3
> Cc1nn(CCc2n[nH]c(=S)n2C)c(C)c1Br
→ 91, 9.5, 3, -1.3, 0.0, -2, 4, -2, 2, -6
> CCOC(=O)CCCCC(=O)c1[nH]c(=O)[nH]c1CSc1nc2ccccc2[nH]1
→ 98, 4.4, 1, -0.5, -0.2, 0, -2, 5, 3, 0
> N/C(=N\c1nc2ccccc2o1)NC(=O)c1cccc(Cl)c1
→ 98, -0.4, -4, 4.0, -0.1, 8, -3, 6, -5, -7
> COc1ccccc1CN1CC(C(=O)NCCSc2nnnn2C)CCC1=O (stereo not drawn)
→ 96, -0.5, 3, -1.4, 0.0, 1, 1, 11, 3, 7
> COc1cccc(CNC(=O)CSCc2cnn(-c3ccccc3)c2-n2cccc2)c1OC
→ 97, -1.2, 1, 1.5, 0.2, -4, 11, 10, -2, 4
> O=C(CCCN=C1NS(=O)(=O)c2ccccc21)OCC(=O)c1ccccc1Cl
→ 96, -0.4, -1, -1.1, -0.1, -4, -3, 3, 2, -2
> CC12CCC(C(=O)NCc3ccc(Cl)cc3)(OC1=O)C2(C)C (stereo not drawn)
→ 76, -1.0, -4, -1.7, 0.0, 1, -4, 4, 3, 3
> C=CC(COCc1ccccc1)N(C(=O)OC(C)(C)C)S(=O)(=O)c1ccccc1Br (stereo not drawn)
→ 101, -5.7, 0, 0.5, 0.0, -6, -3, 13, -7, -13
> Cc1ccccc1N1CCN(C(=O)c2ccccc2NC(=O)/C=C\C(=O)O)CC1
→ 98, 5.1, 1, 0.3, -0.1, 5, 3, 22, -1, 4
> CCCN(CCC)c1cc(Cl)nc(N)n1
→ 100, 0.6, 0, -0.5, -0.4, 0, -2, -3, 0, -10
> COc1ccc(CNC(=O)CN(C)S(=O)(=O)c2ccc(Br)s2)cc1
→ 96, -0.3, -8, -0.5, 0.0, 1, 9, 4, -1, 2
> CCOc1ccccc1NC(=O)c1ccc(OCC)c([N+](=O)[O-])c1
→ 97, -0.9, 4, -1.1, 0.3, 1, 4, 5, -1, 5
> CCc1onc(C)c1C(=O)Nc1cc(C)ccc1OC
→ 109, 7.5, 2, 1.6, 0.1, 4, -5, 9, 1, 12
> N/C(=N\OC(=O)CC1CCCCC1)c1ccc(Br)cc1
→ 101, 0.5, 2, -1.6, 0.2, 1, -2, 11, -1, -8
> COC(=O)CCCC1=CC2=C(c3ccccc3)C(=O)C(C)(OC(=O)C3CCCC3)C(=O)C2=CN1CCc1ccccn1 (stereo not drawn)
→ 98, -3.5, 1, -1.0, -0.2, 15*, -7, 11, 4, 8

Part of the list above in another layout:
Molecule | ABCB6 inh MLPCN | iPSC survival up | ABHD5-PLIN5 inh | MC4R ag barr | aDG glyco act | HTR2A ag | Granule exo inh | MC4R antagonist | Glyco luc inh | H9c2 protect
CC12CCC(C(=O)NCc3ccc(Cl)cc3)(OC1=O)C2(C)C (stereo not drawn) | 76 | -1.0 | -4 | -1.7 | 0.0 | 1 | -4 | 4 | 3 | 3
C=CC(COCc1ccccc1)N(C(=O)OC(C)(C)C)S(=O)(=O)c1ccccc1Br (stereo not drawn) | 101 | -5.7 | 0 | 0.5 | 0.0 | -6 | -3 | 13 | -7 | -13

Remaining list, next part:
Second line of a record: ABCB6 inh MLPCN, iPSC survival up, ABHD5-PLIN5 inh, MC4R ag barr, aDG glyco act, HTR2A ag, Granule exo inh, MC4R antagonist, Glyco luc inh, H9c2 protect
> Cc1ccc([C@H]2C[C@H](n3cc(COC(=O)c4ccccc4)nn3)[C@@H](O)CN2C(=O)c2cccs2)cc1
→ 97, -1.3, -3, 0.2, 0.0, -3, 0, -4, -3, 10
> CC(C)(C)NC(=O)CN(Cc1cccnc1)C(=O)c1csnn1
→ 101, -1.5, -8, -2.0, -0.2, 1, 1, 11, 3, 2
> COC(=O)CN1C(=O)C(O)(CC(=O)c2ccc(Cl)cc2)c2ccccc21 (stereo not drawn)
→ 102, -2.0, -9, -1.0, 1.4, -4, 0, -5, 0, 0
> CCn1ccnc1CN1CCC(n2nccc2NC(=O)CCc2ccccc2)CC1
→ 94, -0.4, 4, -1.3, -0.2, -2, -12, 3, -1, 1
> Cc1cccc(NC(=O)COc2cccc3c2CCN(Cc2ccccc2)C3=O)c1C
→ 109, -0.5, -4, -1.2, 0.8, -3, -3, 13, -3, 0
> CCC1CCCCN1C(=O)c1noc(C(C)C)c1[N+](=O)[O-] (stereo not drawn)
→ 98, 4.7, 0, -2.0, 0.0, -4, -2, 18, 1, 0
> Cc1ccccc1Sc1ccc(N)cn1
→ 119, 2.1, 5, -0.4, -0.2, -5, -2, 4, 2, 4
> COC(=O)c1ccc(OC(C)C(=O)c2ccc(C)cc2)cc1 (stereo not drawn)
→ 102, -2.0, -5, -0.3, 0.1, 2, -2, 0, 2, 0
> NC(=O)C1CCCNC1 (stereo not drawn)
→ 95, -0.8, 0, -1.1, -0.1, 2, 2, -4, 1, 8
> C#CCN1C(C)=CC(=O)[C@@H](O)[C@H]1c1ccccc1Br
→ 99, 2.9, -5, -1.2, -0.1, 1, 28, -4, 2, 5
